Screens deposited in PubChem by National Center for Advancing Translational Sciences (NCATS).
ERK EGF block = inhibitors of EGF-stimulated ERK signaling pathway. HEK293-V1b, EGF-stimulated phospho-ERK AlphaScreen. Potency, µM (titrated, usually from 11.5 µM), for inactives: top-dose activity change, negative = inhibition, most hits filed as inhibitors. 130,000 compounds, 0.41% hits. AID 1454; active = well fitted inhibition curve with a large enough effect; inconclusive = small, poorly fitted or top-dose-only effect, or effect the other way;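 also: plate controls were stimulated vehicle wells for no effect and unstimulated vehicle basal for full effect; nearly all actives have a fitted effect of over 55% in size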
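Cell line HEK293 (stable V1b), low serum overnight. Pretreatment: compound 30 min, 37C. EGF 25 nM, 5 min. Detection: SureFire AlphaScreen, 5 h RT. AC50 via standard Hill equation.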
Numbers without * were called inactive; u = inconclusive; [ ] = another dose, or the depositor's remark. Potency is read from the fitted curve at half-maximal effect.

cpd	ERK EGF block	SMILES
1	-3.6%[57.5 µM]	CC1CCC2(CC1)NC(=O)N(CC(=O)Nc1cccc(S(=O)(=O)N3CCOCC3)c1)C2=O (stereo not drawn)
2	6.3%	Cc1ccc(S(=O)(=O)CCC(=O)OC(C)C(=O)c2c(C)[nH]c3ccccc23)cc1 (stereo not drawn)
3	2.8%	CC(C)Nc1nc(Cl)nc(N(C#N)CN2C(=O)c3ccccc3C2=O)n1
4	-3.5%[57.5 µM]	CCCC(=O)NC(=S)Nc1cc(-c2nc3ncccc3o2)ccc1C
5	-4.6%	COc1ccc(-n2c(-c3ccc(Br)cc3)c[n+]3c2CCc2ccccc2-3)cc1
6	-23.9%	COc1ccc(C2CC(c3ccccc3)=NN2c2ccc(Cl)c(C(=O)O)c2)cc1 (stereo not drawn)
7	-0.4%	Cc1[nH]c2ccccc2c1C(C[N+](=O)[O-])c1cccs1 (stereo not drawn)
8	0.9%	CCCn1c2ccccc2c2nnc(SCC(=O)Nc3c(C)n(C)n(-c4ccccc4)c3=O)nc21
9	-2.4%	C/C(Cl)=C\Cn1c(O)c(N=NC(N)=S)c2ccccc21
10	-7.5%	CCOc1cc(N2CCOCC2)c(OCC)cc1NC(=O)COC(=O)c1cc(C)cc(C)c1
11	-1.5%	NNc1ccccc1C(F)(F)F
12	-1.4%	O=c1cc(CSc2nnc(-c3ccccc3)o2)c2ccccc2[nH]1
13	4.6%	O=C(CSc1nc(O)c(C2CCCCC2)c(=O)[nH]1)N1CCOCC1
14	7.7%	O=[N+]([O-])c1ccccc1S(=O)(=O)NC1CCCC1
15	-14.7%	COc1cc(-c2n[nH]c(=S)n2-c2ccc(C)cc2)cc(OC)c1OC
16	-0.4%	O=C(NCCc1c[nH]c2ccccc12)c1cc2ccccc2oc1=O
17	-0.6%	CC(C)(C)N(C(=O)Cn1nnc(-c2ccc(F)cc2)n1)C(C(=O)NC1CCCC1)c1ccncc1 (stereo not drawn)
18	-9.6%	O=C(Nc1ccc(OC(F)(F)F)cc1)c1ccc(-n2cncn2)nc1
19	20.4%	CCOC(=O)c1sc2nc(C)nc(SCC(=O)NC3CCS(=O)(=O)C3)c2c1C (stereo not drawn)
20	22.4µM*	CC(C)=CCc1c(O)cc2occ(-c3ccc4c(c3)OCO4)c(=O)c2c1O
21	5.6%	CC(C)c1ccc2c(c1)CC[C@@H]1[C@@](C)(CN)CCC[C@]21C
22	-4.5%	O=C(COC(=O)/C=C/c1ccc(Cl)cc1Cl)Nc1ccc2c(c1)OCCO2
23	13.0%	CNc1ncncc1-c1ccc(C(=O)N(C)C)cc1
24	0.3%[57.5 µM]	O=C(CN1CCN(C(c2ccccc2)c2ccccc2)CC1)N1N=CCC1c1ccccc1 (stereo not drawn)
25	-5.8%[57.5 µM]	COc1cc(OC)c2c(-c3ccccc3)cc(=O)oc2c1C(CC(=O)N1CCOCC1)c1ccc2c(c1)OCO2 (stereo not drawn)
26	5.3%	CNC(=S)SCCOc1ccccc1C
27	-3.3%	COc1ccc(N2CCN(C(=O)CSc3nc4[nH]ncc4c(=O)n3-c3ccc(Br)cc3)CC2)cc1
28	-0.9%	FC(F)(F)c1ccc(CN2C[C@@H]3C(c4ccc(Cl)nc4)C4(c5ccccc5)CC3(C4)[C@H]2c2ccccc2)cc1 (stereo partly drawn)
29	-8.0%	O=C(Nc1ccccc1C(=O)N1CCCC1)c1ccccc1
30	-3.0%[57.5 µM]	Cc1nnc(SCCn2c(N3CCC(Cc4ccccc4)CC3)nc3c2c(=O)[nH]c(=O)n3C)s1
31	11.1%	Cc1nc(NCCO)c2nc(-c3ccccc3)n(CCCN(C)C)c2n1
32	2.1%[57.5 µM]	CCOc1ccc(/C(O)=C2/C(=O)C(=O)N(CCN(CC)CC)C2c2cccs2)cc1 (stereo not drawn)
33	8.1%	Cc1scc(C(=O)NNC(=S)NCC2CCCO2)c1-c1ccccc1 (stereo not drawn)
34	-14.4%[57.5 µM]	CCc1nnc2n1N=C(c1cccc([N+](=O)[O-])c1)CS2
35	-5.4%	CNC(=O)COC(=O)/C=C/c1nc2ccccc2s1
36	1.4%	N#CCC(=O)Nc1ccc(C(=O)OCC(=O)N(Cc2ccccc2)C2CCS(=O)(=O)C2)cc1 (stereo not drawn)
37	1.1%	Cc1cc(C)c[n+](C2=C([O-])c3ccccc3C(=O)/C2=N\S(=O)(=O)c2cccs2)c1
38	-0.5%[57.5 µM]	CC(=O)N/C(N)=N/c1nc2cc(C)ccc2o1
39	-7.1%	Cc1cc(C(=O)Oc2cccnc2)ccc1[N+](=O)[O-]
40	-3.2%	Cc1cc(CN(C)C(=O)c2cc(COc3ccc(F)cc3Cl)on2)n[nH]1
41	10.7%	O=C(Nc1cccc(S(=O)(=O)N2CCCCC2)c1)c1cnccn1
42	-5.1%	COc1ccc(CNC(=O)c2cc(SC)ccc2Cl)cc1OC
43	u	Cc1nc(C)c(-c2csc(Nc3cccc(O)c3)n2)s1
44	1.4%	CCOc1ccc(NS(=O)(=O)c2ccc(OC)c(NC(=O)c3ccc4c(c3)OCCO4)c2)cc1
45	5.6%[57.5 µM]	NC(=O)COC(=O)c1ccc(-c2ccc(O)cc2)cc1
46	15.1%	C/C(CC(=O)NC12CC3CC(CC(C3)C1)C2)=N\NC(=O)c1ccc(C)cc1
47	-15.4%	CCc1nnc(NS(=O)(=O)c2ccc(NC(=O)/C=C/c3ccc(F)cc3)cc2)s1
48	-3.4%	CC(=O)c1cccc(NC(=O)c2c(C)nn(-c3ccccc3)c2Cl)c1
49	4.1%	CN(C)S(=O)(=O)c1ccc(C(=O)OCC(=O)Nc2sc3c(c2C#N)CCCCC3)cc1
50	2.6%[57.5 µM]	O=C(CCCCCn1c(=S)[nH]c2ccc(N3CCOCC3)cc2c1=O)NCc1cccc(Cl)c1
51	-2.1%	COCCCNC(=O)CNC(=O)c1cn(-c2ccccc2OC)c(=O)c2ccccc12
52	-0.9%	CCN(CC)C(=O)/C(=C/c1ccc2c(c1)OCO2)NC(=O)c1ccc(Br)cc1
53	-11.5%[57.5 µM]	COc1ccc(CCNC(=O)C(=O)Nc2ccc3c(c2)OCO3)cc1OC
54	1.1%	CS(=O)(=O)NCC(c1cccnc1)N1CCN(c2ccc(F)cc2)CC1 (stereo not drawn)
55	-5.9%[57.5 µM]	COc1ccc2nc(/C(C#N)=C\c3ccc(C(=O)O)cc3)[nH]c2c1
56	-5.8%	CC(C)(C)c1cnnn1-c1ccc(/C=N/Nc2ccc([N+](=O)[O-])cc2)cc1
57	-1.1%	COc1ccc(-c2nc3ccccc3n2OCC(=O)O)cc1
58	9.4%	CCOc1ccc(-c2nc3n(c(=O)c2C#N)CCS3)cc1
59	16.3%	COc1ccccc1N1C[C@@H]2C[C@@H](c3ccco3)N3CCC[C@@]23C1=O
60	-3.7%	Cc1ccc(-n2ncc3c(SCC(=O)NNC(=O)c4ccco4)ncnc32)cc1

4 entries from above, with each value named.
#60 Cc1ccc(-n2ncc3c(SCC(=O)NNC(=O)c4ccco4)ncnc32)cc1
  ERK EGF block = -3.7%
#49 CN(C)S(=O)(=O)c1ccc(C(=O)OCC(=O)Nc2sc3c(c2C#N)CCCCC3)cc1
  ERK EGF block = 4.1%
#55 COc1ccc2nc(/C(C#N)=C\c3ccc(C(=O)O)cc3)[nH]c2c1
  ERK EGF block = -5.9%[57.5 µM]
#54 CS(=O)(=O)NCC(c1cccnc1)N1CCN(c2ccc(F)cc2)CC1 (stereo not drawn)
  ERK EGF block = 1.1%

Carrying on.
cpd	ERK EGF block	SMILES
61	-9.4%	CCc1ccc2c(CN3CCN(S(=O)(=O)c4cccs4)CC3)cc(=O)oc2c1
62	5.7%[57.5 µM]	COc1ccc(-c2c[n+]3c(n2-c2ccc(C)cc2)CCCCC3)cc1
63	3.1%	COCCNC(=S)N/N=C(\C)c1ccc2cc(OC)ccc2c1
64	-8.9%	CCNC(=S)N1C2CCC1CC(NC(=O)Nc1ccc(C(=O)OCC)cc1)C2 (stereo not drawn)
65	-2.5%	CCOc1ccc(CNC(=S)N/N=C/c2ccc(OC)c(OC)c2)cc1
66	2.7%	O=C(COC(=O)C1CC2C=CC1C2)Nc1ccccc1F (stereo not drawn)
67	-1.4%	N#C/C(=C\c1ccc(O)c(O)c1)C(=O)N1CCCC1
68	-8.5%	O=C(CSC1=NCCN1)Nc1ccccc1[N+](=O)[O-]
69	-4.1%[57.5 µM]	COc1ccc(NC(=O)C2CCCN(S(=O)(=O)c3cccnc3)C2)cc1OC (stereo not drawn)
70	2.1%	CCCCC/C=C\C/C=C\C/C=C\C/C=C\CCCC(=O)O[C@H](COCCCCCCCCCCCCCCCC)COP(=O)([O-])OCC[N+](C)(C)C
71	1.1%	CCOC(=O)C1(Cc2ccccc2)CCN(Cc2cccc(OC)c2O)CC1
72	-6.5%	Cc1ccc2c(c1)C(c1ccccc1)N(C(=O)c1ccc(S(=O)(=O)N3CCOCC3)cc1)CC(=O)N2 (stereo not drawn)
73	-17.9%[57.5 µM]	O=C(Nc1ccc(F)cc1)C(=O)c1c(O)[nH]c2ccc([N+](=O)[O-])cc12
74	1.2%	O=[N+]([O-])c1ccccc1OCCOCCOc1cccc2cccnc12
75	1.1%	CCCCCOCC1CC(C/C(C)=N/NC(N)=S)C(=O)O1 (stereo not drawn)
76	-10.8%	CCCCCCCCCC(=O)O[C@H](CC(=O)O)C[N+](C)(C)C
77	-1.9%	COc1ccc(/C=C(\NC(=O)c2ccccc2)C(=O)NCCC(=O)O)cc1
78	0.5%[57.5 µM]	O=C(c1cccnc1)N1CCN(c2ccccc2Cl)CC1
79	0.4%	CCOC(=O)N1CCC(NC(=O)c2cc(C(=O)Nc3cccc(C(F)(F)F)c3)ccc2CO)CC1
80	-2.1%[57.5 µM]	Cc1ccc(-c2c[n+](Cc3ccc(Cl)cc3)c3n2CCC3)cc1
81	1.7%[57.5 µM]	CCCOc1nc2c(c(=O)n(C)c(=O)n2C)n1C
82	-7.5%	Cc1ccc(Cl)cc1NC(=O)C1CCCCC1C(=O)O (stereo not drawn)
83	-1.3%[57.5 µM]	COC(=O)C1=C(C)N(c2ccc(OC)cc2)C(C)=C(C(=O)OC)C1c1ccc(OC)cc1
84	-6.7%	CCCCn1c(N)c(NCCC)c(=O)[nH]c1=O
85	0.5%	C#CCN1C(=O)S/C(=C\c2ccc(N3CCOCC3)cc2C)C1=O
86	-3.9%	COC(=O)c1ccc(C(=O)OC)c(NC(=S)N2CCN(c3cc(Cl)ccc3C)CC2)c1
87	-2.2%	O=C(Nc1ccccc1N1CCOCC1)c1ccc2nc[nH]c2c1
88	2.6%	O=C(O)c1cc(C(=O)O)cc(-c2ccc(/C=c3/sc4nc5ccccc5n4c3=O)o2)c1
89	-3.3%	CCCCC1=CC2=C(OC(C)=O)C(=O)C(C)(OC(=O)c3ccc(Cl)nc3)C(=O)C2=CO1 (stereo not drawn)
90	0.7%	CCc1ccc(Nc2nnc(SCC(=O)Nc3sccc3C(N)=O)s2)cc1
91	4.5%	c1ccc2c(N3CCOCC3)nc(-c3ccncc3)nc2c1
92	-0.3%	Cc1nnc(NC(=O)CSc2nnc(C)n2Cc2ccccc2)s1
93	4.3%[57.5 µM]	C#Cc1ccc([C@H]2C=C(C(=O)N3CCN(Cc4ccc5c(c4)OCO5)CC3)O[C@@H](OCC)[C@@H]2CCCO)cc1
94	-13.0%	COC(=O)/C(=C1/OC(=O)C(c2ccccc2)=C1O)c1ccccc1
95	-2.3%	CSc1ccc(NC(=O)c2cccnc2)cc1C#N
96	u	Cc1cccc(NC(=S)N/N=C/c2cccc(O)c2)c1C
97	15.3%	CC(=O)N1C(O)CC(C)N1c1ccccc1 (stereo not drawn)
98	-11.4%[57.5 µM]	Cc1ccc(N=C(N)N=C(N)N)c(C)c1
99	-10.5%[57.5 µM]	CCOc1cc(/C=C2\SC(=O)N(c3ccc(O)cc3)C2=O)ccc1O
100	-6.2%	COC(=O)c1ccc(NC(=S)NC2CC(C)(C)NC(C)(C)C2)cc1
101	-3.8%	COC(=O)c1c(-c2ccc(C)cc2)csc1NC(=S)NC(=O)c1cc(OC)cc(OC)c1
102	-3.4%	CCOC(=O)c1sc(N)c(C(=O)Nc2ccccc2OC)c1C
103	-7.2%	CNC(=S)N(CCc1ccc(S(N)(=O)=O)cc1)C1CC(=O)N(c2ccccc2F)C1=O (stereo not drawn)
104	-8.3%[57.5 µM]	Nc1nccc(-c2cc(-c3ccc(Cl)cc3Cl)no2)n1
105	2.4%[57.5 µM]	Cn1nnnc1SCC(=O)NC(=O)c1cccc([N+](=O)[O-])c1
106	-18.9%	O=C(CCN1CCN(c2ccccc2)CC1)N/N=C/c1ccccc1OC(F)F
107	1.5%	Cc1ccc(NC(=O)CN2C(=O)S/C(=C\c3ccc(-c4cccc(C(=O)O)c4C)o3)C2=O)cc1C
108	3.9%	Cc1ccc(N2C(=O)C(NC(=O)c3ccccc3F)(C(F)(F)F)C3=C2CC(C)(C)CC3=O)cc1 (stereo not drawn)

Three of the entries above in order of their number in ERK EGF block, high to low:
item	Structure	ERK EGF block
63	COCCNC(=S)N/N=C(\C)c1ccc2cc(OC)ccc2c1	3.1%
92	Cc1nnc(NC(=O)CSc2nnc(C)n2Cc2ccccc2)s1	-0.3%
60	Cc1ccc(-n2ncc3c(SCC(=O)NNC(=O)c4ccco4)ncnc32)cc1	-3.7%

(further entries)
cpd	ERK EGF block	SMILES
109	-9.9%	CC(=O)Nc1ccc(Oc2cc(N)cc([N+](=O)[O-])c2)cc1
110	-1.6%	COc1ccc(C(=O)NC2CCN(C(=S)Nc3ccc(C)c(C)c3)CC2)cc1
111	-2.3%	CCOc1ccc(C(=O)Nc2ccc(-c3cc4ccccc4oc3=O)c(C)c2)cc1[N+](=O)[O-]
112	5.2%[57.5 µM]	CN(C(=O)COC(=O)/C=C/c1cccc([N+](=O)[O-])c1)C1CCS(=O)(=O)C1 (stereo not drawn)
113	-0.5%	Cc1nnc(NC(=O)CSc2ccc3nnc(-c4ccccn4)n3n2)s1

A portion of the library, so the mix of outcomes need not match the whole.
